# eIF4E-4G inh: blocks eIF4E binding to eIF4G. AID 782. TR-FRET eIF4E-eIF4GI(517-606) binding, 2 h. inhibition, % at 21.7 µM. hit rate 0.37% among 220,000. P63073+Q04637;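 active means inhibition above about 30%, limit read from the data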;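 further: 0% = full FRET control wells and 100% = background wells lacking eIF4GI fragment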
# Mdm2 ligase inh: inhibitors of human Mdm2 E3 ubiquitin ligase. AID 1230. signal enhancement, % at 5 µM. cell-based MDM2 ubiquitination luciferase reporter, 2 h; 0 = plate control, 100 = twice control, blank-subtracted. hit rate 0.11% among 210,000;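 active means signal enhancement of 30% or more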;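 further: luminescence tracks abundance of the self-degrading MDM2-luciferase fusion protein; higher signal means inhibition of MDM2 E3 ligase activity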
# Target sequence (Q00987 whole entry, looked up, the tested form may be a part): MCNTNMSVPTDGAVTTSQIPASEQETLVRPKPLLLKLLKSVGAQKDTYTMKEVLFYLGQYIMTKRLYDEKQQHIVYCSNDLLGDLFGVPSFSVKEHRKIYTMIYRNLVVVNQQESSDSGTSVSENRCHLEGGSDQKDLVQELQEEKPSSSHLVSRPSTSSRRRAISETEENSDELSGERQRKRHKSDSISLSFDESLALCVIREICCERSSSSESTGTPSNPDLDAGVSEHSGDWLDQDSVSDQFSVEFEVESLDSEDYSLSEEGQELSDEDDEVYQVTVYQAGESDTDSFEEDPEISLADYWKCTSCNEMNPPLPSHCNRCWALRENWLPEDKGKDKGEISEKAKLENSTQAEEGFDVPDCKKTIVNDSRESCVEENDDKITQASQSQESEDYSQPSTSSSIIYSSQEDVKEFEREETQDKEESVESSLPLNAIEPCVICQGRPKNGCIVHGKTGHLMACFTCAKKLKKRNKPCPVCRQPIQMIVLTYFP
#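 Material: Stable MDM2–luciferase fusion reporter cells | Amount: 2000 cells seeded into each well | Dosing: One concentration, 5 µM, with 0.2% DMSO | Incubation: 4 h cell settling then 2 h compound exposure, 37 °C | Measured by: Luciferase luminescence | Read-out basis: % enhancement relative to plate controls after blank subtraction | Benchmarks: Control and blank well means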
# Cl transport mod: KCC2 (human) Cl- transport modulation | KCC2 cells, thallium flux FluoZin-2 fluorescence | B-score of Tl+ flux slope (higher = more flux/activation; lower = inhibition) at 10 µM | hit rate 2.2% among 190,000 | AID 1456;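 active means thallium flux slope and its plate-corrected score both differing from the plate sample mean at a set confidence after two filtering rounds, in either direction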;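 further: slope of fluorescence scaled to starting intensity during 10 to 20 s after thallium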
# zVAD death inh: blocks zVAD induced death of L929 cells; AID 1377; L929 zVAD necroptosis rescue, ATP luminescence, 24 h; with zVAD 60 µM; viability rescue, % at 10 µM; hit rate 0.38% among 220,000;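 active means activation, scaled between plate controls, above about 75%, limit read from the data; inactive means activation under that limit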;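 further: 0% = zVAD with DMSO and 100% = DMSO alone without zVAD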
# Rad51 HR inh: Rad51 (human) homologous recombination inhibition; Q06609; hRad51 DNA strand exchange, fluorescence dequenching; inhibition, % at 10 µM; hit rate 0.085% among 200,000; AID 1385;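 active means inhibition above 40% at the single screening dose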;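 further: 0% = DMSO control wells and 100% = blanks with heterologous ssDNA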
# Target sequence (Q06609 whole entry, looked up): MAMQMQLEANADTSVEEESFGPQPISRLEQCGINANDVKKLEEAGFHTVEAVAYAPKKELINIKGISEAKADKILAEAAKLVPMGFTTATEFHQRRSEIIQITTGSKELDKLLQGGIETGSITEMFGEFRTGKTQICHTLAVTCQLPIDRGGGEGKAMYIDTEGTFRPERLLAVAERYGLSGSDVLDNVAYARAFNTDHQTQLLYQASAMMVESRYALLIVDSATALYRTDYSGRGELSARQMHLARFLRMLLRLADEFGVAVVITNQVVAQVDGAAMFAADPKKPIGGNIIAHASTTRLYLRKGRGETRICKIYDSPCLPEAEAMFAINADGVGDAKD
#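 System: human Rad51 nucleoprotein filaments preassembled on unlabelled ssDNA. Reagent: labelled 47-mer dsDNA for strand exchange. Schedule: 30-min compound preincubation and 15-min exchange, both room temperature. Measured by: FRET fluorescence dequenching, excitation 485 nm, emission 520 nm. Read-out: Fluorescence-based percent inhibition, control- and blank-normalised. Benchmarks: plate controls and plate blanks.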
# EBV gp42 inh: blocks Epstein-Barr virus glycoprotein 42 binding; Q1HVG2; Fluorescence polarization binding assay, mP read-out; inhibition, % (tested at 21.74 µM); hit rate 0.42% among 220,000; AID 1085; in the data active means inhibition above about 50%
# Target sequence (Q1HVG2 whole entry, looked up): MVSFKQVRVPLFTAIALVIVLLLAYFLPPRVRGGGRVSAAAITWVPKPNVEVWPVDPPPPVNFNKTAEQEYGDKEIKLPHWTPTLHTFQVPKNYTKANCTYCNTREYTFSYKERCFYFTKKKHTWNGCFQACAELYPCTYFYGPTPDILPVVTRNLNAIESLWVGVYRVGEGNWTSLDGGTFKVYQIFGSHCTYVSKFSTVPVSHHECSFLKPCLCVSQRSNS
# TNF necrop inh: inhibitors of TNF-alpha induced necroptosis in Jurkat FADD-/- cells | Jurkat FADD-/- TNF necroptosis rescue, ATP luminescence, 24 h; 0 = TNF only, 100 = no-TNF cells | activation (protection from cell death), % at 10 µM | hit rate 0.068% among 220,000;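 active means activation, meaning protection from cell death, of at least 50% relative to plate controls; inactive means activation below 50%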;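 further: necroptosis triggered by 40 ng/mL TNF-alpha added together with compound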
# PERK inh: blocks human PERK kinase; Q9NZJ5; CHO PERK-DD fusion, SEAP luminescence translation reporter; inhibition, % at 5.6 µM; hit rate 0.17% among 220,000; AID 1416;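 active means inhibition above the mean inhibition of all tested compounds plus 3 SD, set separately per screening campaign, cut at about 2.9% in these data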;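 further: PERK kinase domain activated by AP20187 dimerizer at 100 nM; 0% = DMSO with dimerizer and 100% = rapamycin at 8.4 µM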
# Calpain2 inh: calpain II (pig) inhibition; purified calpain II, fluorogenic peptide substrate, 30 min; inhibition, % at 16 µM; hit rate 0.37% among 220,000;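 active means inhibition above about 50%, limit read from the data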
# * = called active by the depositor; · = not tested or not shown; [ ] = remark or other dose. Compounds were not picked by outcome; any-hit rate near 3.6%.
No.	SMILES	eIF4E-4G inh	Mdm2 ligase inh	Cl transport mod	zVAD death inh	Rad51 HR inh
1	COc1ccc2nc(C)cc(SCC(=O)N/N=C/c3c(OC)ccc4ccccc34)c2c1	19	-5	0.34	1.0	-7
2	COc1ccccc1C1CCN(Cc2cccc([N+](=O)[O-])c2)CC1	3	-5	-0.14	0.5	16
3	CCOC(=O)c1ccc(-c2ccc(/C=N/NC(=O)CN(c3cccc(C)c3)S(C)(=O)=O)o2)cc1	2	-5	-0.25	3.8	-9
4	O=C(c1ccccc1)N1CCCC(C(=O)N2CCc3ccccc3C2)C1 (configuration not stated)	2	-2	-0.65	0.8	-5
5	CCOC(=O)c1ccccc1NC(=O)c1ccc(NS(C)(=O)=O)cc1	8	-7	·	1.0	-7
6	CCN(CC)c1cc2nonc2c2nonc12	3	-7	0.9	0.8	9
7	C/C(CS(=O)(=O)c1ccc(Cl)c(Cl)c1)=N/NC(N)=S	0	-4	-0.85	0.2	·
8	CC(=O)c1ccc(N2CCC(c3cc(-c4ccc(Cl)cc4)n[nH]3)CC2)c([N+](=O)[O-])c1	5[fluorescence artefact?]	-13	-0.39	4.0	-4
9	O=C(c1ccc([N+](=O)[O-])o1)N1CCc2ccccc2C1	-10	·	-0.017	-1.2	·
10	Cc1ccc(C(=O)NCc2ccc3c(c2)CCO3)cc1C	2	-9	-2.8	0.5	23

No.	EBV gp42 inh	TNF necrop inh	PERK inh	Calpain2 inh
1	-17	1.7	0.4	-22
2	-12	2.9	-0.8	18
3	-25	3.3	1.1	-54
4	6	1.8	-0.3	24
5	-17	-1.1	0.1	-5
6	-24	-1.0	-0.2	11
7	-11	-1.3	0.5	0
8	2	-10	-0.3	-1
9	-5	-5.9	1.1	-14
10	-8	0.7	-1.5	-13

# Going on with the list.
No.	SMILES	eIF4E-4G inh	Mdm2 ligase inh	Cl transport mod	zVAD death inh	Rad51 HR inh
11	COc1ccc(N(CC(=O)Nc2c(C)n(C)n(-c3ccccc3)c2=O)S(=O)(=O)c2ccc(F)cc2)cc1	-7[fluorescence artefact?]	-7	-0.75	-0.4	7
12	Cc1ccc(S(=O)(=O)N2CCOCC2)cc1NC(=O)COC(=O)CCC(=O)c1cccs1	2	7	-1.6	0.4	-1
13	COc1ccc(C(=O)Nc2cccc(N(C)S(C)(=O)=O)c2)cc1OC	4	-5	-1.7	0.5	0
14	CCOC(=O)N1CCN(C(=O)CCSCCc2ccncc2)CC1	1	-19	·	1.0	-1
15	COc1cccc(C(=O)Nc2ccc3nc(N4CCN(c5ncccn5)CC4)cc(C)c3c2)c1OC	5[fluorescence artefact?]	-7	-0.058	32	8
16	NC(=NCCc1c[nH]c2ccccc12)NS(=O)(=O)c1ccc(F)cc1	-4[fluorescence artefact?]	-10	-0.012	0.6	-4
17	CN1/C(=C\C(=O)Nc2ccc(F)cc2)C(C)(C)c2ccccc21	0	-10	-0.18	1.3	-3
18	O=C(NCc1cccs1)c1ccccc1[N+](=O)[O-]	1	-8	-0.091	1.1	10
19	CCOC(=O)CNC(=O)c1ccc(SCC)cc1	4	-13	·	0.7	10
20	CCCCn1c(N)c(N(CCOC)C(=O)COc2ccc(Cl)cc2)c(=O)[nH]c1=O	1	-7	-0.29	3.3	3

No.	EBV gp42 inh	TNF necrop inh	PERK inh	Calpain2 inh
11	7	0.4	0.0	22
12	-5	0.0	0.5	3
13	-32	-1.4	-1.4	4
14	-6	-0.6	-0.1	-13
15	4	0.5	-1.4	-44
16	-2	0.3	0.5	14
17	-20	1.9	0.7	14
18	-10	1.7	0.4	-10
19	-7	2.6	1.7	-19
20	-14	0.8	1.5	-14

# New compounds follow
No.	SMILES	eIF4E-4G inh	Mdm2 ligase inh	Cl transport mod	zVAD death inh	Rad51 HR inh
21	COc1ccc([C@@H]2C[C@@H](c3ccccc3)Oc3cc(C)cc(C)c32)cc1	-3	-7	0.0075	-0.1	-1
22	O=C(Nc1ccc(C(=O)N2CCCC2)cc1)Nc1ccc(Cl)cc1Cl	2	-18	0.018	1.9	-2
23	CC(C)(C)OC(=O)N1CCC[C@H]1c1nnc(SCC(=O)Nc2cccc(Cl)c2)o1	3	-8	-0.62	0.9	9
24	O=C(NC(NC(=S)Nc1c(Cl)cccc1Cl)C(Cl)(Cl)Cl)OCc1ccccc1 (configuration not stated)	3[fluorescence artefact?]	-12	-0.045	0.1	5
25	O=C(NNC(=S)Nc1ccccc1)c1ccc2ncccc2c1	-2	-20	·	14	8
26	Cc1ccc(-c2cc(C(=O)Nc3nccs3)c3ccccc3n2)o1	-2	4	0.15	1.3	-56
27	Cc1cccc(-c2nc(=S)c3c(n2Cc2ccco2)CCCC3)c1	3	-6	21*	-0.2	0
28	O=C(CNC(=O)c1ccccc1)NC1(C(=O)NC2CCCC2)CCCCC1	2[fluorescence artefact?]	7	·	-0.1	-2
29	COc1ccc(CN2CCN(C(=O)c3ccco3)CC2)cc1	-20[fluorescence artefact?]	-9	0.066	0.1	27
30	CCOC(=O)c1c(C)[nH]c(C)c1C(=O)COC(=O)c1ccc(Cl)c(S(=O)(=O)NCc2ccccc2)c1	9	-9	-0.04	1.6	-5

No.	EBV gp42 inh	TNF necrop inh	PERK inh	Calpain2 inh
21	-4	-2.3	·	-6
22	-14	0.5	0.7	1
23	-10	-0.1	0.5	-2
24	-14	1.5	1.1	7
25	-10	-2.3	-0.1	-15
26	-3	-0.9	0.2	-55
27	-14	0.9	-0.7	2
28	-21	0.7	0.9	-17
29	-30	-3.1	0.3	-6
30	-38	-1.0	-1.9	-3

# Whole records as entered above.
# Cc1cccc(-c2nc(=S)c3c(n2Cc2ccco2)CCCC3)c1 reads eIF4E-4G inh = 3; Mdm2 ligase inh = -6; Cl transport mod = 21*; zVAD death inh = -0.2; Rad51 HR inh = 0; EBV gp42 inh = -14; TNF necrop inh = 0.9; PERK inh = -0.7; Calpain2 inh = 2
# CCOC(=O)c1c(C)[nH]c(C)c1C(=O)COC(=O)c1ccc(Cl)c(S(=O)(=O)NCc2ccccc2)c1 reads eIF4E-4G inh = 9; Mdm2 ligase inh = -9; Cl transport mod = -0.04; zVAD death inh = 1.6; Rad51 HR inh = -5; EBV gp42 inh = -38; TNF necrop inh = -1.0; PERK inh = -1.9; Calpain2 inh = -3

# Next section
No.	SMILES	eIF4E-4G inh	Mdm2 ligase inh	Cl transport mod	zVAD death inh	Rad51 HR inh
31	COc1cccc(/C=N/n2nnnc2N)c1	0	-16	0.55	0.0	-2
32	CCOC(=O)c1[nH]c2ccccc2c1NC(=O)c1ccc(S(=O)(=O)N2CCOCC2)cc1	6	·	-0.38	4.8	·
33	Cc1ccc(Cc2cc(C)n[nH]c2=O)cc1	2	-15	-0.17	0.8	-13
34	COc1ccc(S(=O)(=O)Nc2ccccc2Cl)cc1NC(C)=O	0	6	-1.4	3.0	5
35	COc1ccc(-c2[nH]ncc2CN2CCN(C3CCCCC3)C(=O)C2)cc1F	0	-7	·	-1.1	-21
36	CCOc1ccccc1Cn1c(=O)sc2ccccc21	-5	-5	-1.1	-0.1	-4
37	CCN1C(=O)C(CC(=O)Nc2ccc(F)cc2)N(Cc2ccc3c(c2)OCO3)C1=S (configuration not stated)	-3	-3	0.86	2.1	-2
38	CC1C/C(=N\NC(=O)c2cccnc2)CC(C)(C)C1 (configuration not stated)	1	1	0.35	2.6	-7
39	CCOC(=O)c1ccc(NC(=O)CN2C(=O)C3C4C=CC(C4)C3C2=O)cc1 (configuration not stated)	7	-11	·	1.6	-2
40	CC1(C)Cc2c(sc3c2C2=NCCN2C=N3)CS1	3	-6	·	0.2	·

No.	EBV gp42 inh	TNF necrop inh	PERK inh	Calpain2 inh
31	-7	1.1	1.0	-13
32	-2	0.7	-0.4	-32
33	-7	-2.7	1.8	-4
34	1	-0.5	1.8	-21
35	-7	-1.2	0.1	-41
36	-2	1.3	1.8	51*
37	1	1.2	-0.2	16
38	-9	0.8	1.0	-16
39	-3	1.8	-1.0	28
40	-24	0.2	-0.4	-23

# Continuation:
No.	SMILES	eIF4E-4G inh	Mdm2 ligase inh	Cl transport mod	zVAD death inh	Rad51 HR inh
41	Cc1ccc(C2C(=O)N(C3CCC(C)CC3)CC(=O)N2C2CCCC2)cc1 (configuration not stated)	3[fluorescence artefact?]	-3	-0.13	0.3	·
42	CN(C)/C=C(/C(=O)c1ccc(Cl)c(Cl)c1)S(C)(=O)=O	-4	-2	0.38	-0.8	21
43	COc1ccc(C(CC(=O)c2ccccc2)CC(=O)c2ccccc2)cc1	0	-4	-0.44	-0.3	-8
44	COC(=O)C(C)Sc1nc2c([nH]c3ccccc32)c(=O)n1C (configuration not stated)	·	-1	-0.64	59	-8
45	CC(C)(C)C(=O)NC(=O)Nc1ccccc1C(F)(F)F	3	2	·	1.3	1
46	COc1cccc(CN(C)CC(=O)Nc2sc3c(c2C#N)CCC3)c1	2	-7	0.21	0.1	-25

No.	EBV gp42 inh	TNF necrop inh	PERK inh	Calpain2 inh
41	4	0.8	-1.4	25
42	14	-1.0	0.3	6
43	-2	-2.0	-1.8	13
44	-33	0.3	0.1	-19
45	-14	6.2	0.8	-7
46	-1	1.3	-0.3	2

# Molecules from the list above that have an NH in an aromatic ring:
No.	SMILES	eIF4E-4G inh	Mdm2 ligase inh	Cl transport mod	zVAD death inh	Rad51 HR inh
8	CC(=O)c1ccc(N2CCC(c3cc(-c4ccc(Cl)cc4)n[nH]3)CC2)c([N+](=O)[O-])c1	5[fluorescence artefact?]	-13	-0.39	4.0	-4
16	NC(=NCCc1c[nH]c2ccccc12)NS(=O)(=O)c1ccc(F)cc1	-4[fluorescence artefact?]	-10	-0.012	0.6	-4
20	CCCCn1c(N)c(N(CCOC)C(=O)COc2ccc(Cl)cc2)c(=O)[nH]c1=O	1	-7	-0.29	3.3	3
30	CCOC(=O)c1c(C)[nH]c(C)c1C(=O)COC(=O)c1ccc(Cl)c(S(=O)(=O)NCc2ccccc2)c1	9	-9	-0.04	1.6	-5
32	CCOC(=O)c1[nH]c2ccccc2c1NC(=O)c1ccc(S(=O)(=O)N2CCOCC2)cc1	6	·	-0.38	4.8	·
33	Cc1ccc(Cc2cc(C)n[nH]c2=O)cc1	2	-15	-0.17	0.8	-13
35	COc1ccc(-c2[nH]ncc2CN2CCN(C3CCCCC3)C(=O)C2)cc1F	0	-7	·	-1.1	-21
44	COC(=O)C(C)Sc1nc2c([nH]c3ccccc32)c(=O)n1C (configuration not stated)	·	-1	-0.64	59	-8

No.	EBV gp42 inh	TNF necrop inh	PERK inh	Calpain2 inh
8	2	-10	-0.3	-1
16	-2	0.3	0.5	14
20	-14	0.8	1.5	-14
30	-38	-1.0	-1.9	-3
32	-2	0.7	-0.4	-32
33	-7	-2.7	1.8	-4
35	-7	-1.2	0.1	-41
44	-33	0.3	0.1	-19

# Compound activity as filed in PubChem BioAssay.
